Screens from PubChem.
TDP1 cell CPT – DT40-hTDP1 cell growth loss with CPT. chicken DT40 Tdp1-/-;hTDP1 cells + 20 nM CPT, ATP luminescence, 48 h. Potency, µM (doses to about 46.2 µM), for inactives: at the highest dose activity change, negative = growth inhibition, actives largely listed as inhibitors. actives 12% (n = 420,000). AID 686979; note: nearly all actives have a fitted effect of over 55% in size
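Chicken DT40 Tdp1-/- cells complemented with human TDP1, 400 cells/well, exposed to compounds plus 20 nM camptothecin for at least 48 h at 37 C; viability read as ATP content by CellTiter-Glo luminescence.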
TDP1 cell noCPT – qHTS for Inhibitors of human tyrosyl-DNA phosphodiesterase 1 (TDP1): qHTS in cells in absence of CPT. Potency, µM (highest dose often 46.2 µM), for inactives: at the highest dose activity change, negative = growth inhibition, usual class: inhibitors. DT40 Tdp1-/- hTDP1 cells, no CPT, ATP luminescence, 48 h. actives 15% (n = 420,000); note: nearly all actives have a fitted effect of over 55% in size
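Readout: luminescence from CellTiter-Glo after 30 min in the dark at RT. Cells: DT40 Tdp1-/- with stable hTDP1, 400/well. Exposure: compounds alone, ≥48 hr, 37 °C.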
GCN5L2 inh – GCN5L2 (KAT2A) acetyltransferase inhibition; actives 0.21% (n = 390,000); GCN5L2 HAT assay, ThioGlo1 CoA-SH fluorescence; Q92830; Potency, µM (top dose mostly 58.9 µM), inactives show top-dose activity change, negative = inhibition, actives largely listed as inhibitors
Target sequence (Q92830 whole entry, looked up): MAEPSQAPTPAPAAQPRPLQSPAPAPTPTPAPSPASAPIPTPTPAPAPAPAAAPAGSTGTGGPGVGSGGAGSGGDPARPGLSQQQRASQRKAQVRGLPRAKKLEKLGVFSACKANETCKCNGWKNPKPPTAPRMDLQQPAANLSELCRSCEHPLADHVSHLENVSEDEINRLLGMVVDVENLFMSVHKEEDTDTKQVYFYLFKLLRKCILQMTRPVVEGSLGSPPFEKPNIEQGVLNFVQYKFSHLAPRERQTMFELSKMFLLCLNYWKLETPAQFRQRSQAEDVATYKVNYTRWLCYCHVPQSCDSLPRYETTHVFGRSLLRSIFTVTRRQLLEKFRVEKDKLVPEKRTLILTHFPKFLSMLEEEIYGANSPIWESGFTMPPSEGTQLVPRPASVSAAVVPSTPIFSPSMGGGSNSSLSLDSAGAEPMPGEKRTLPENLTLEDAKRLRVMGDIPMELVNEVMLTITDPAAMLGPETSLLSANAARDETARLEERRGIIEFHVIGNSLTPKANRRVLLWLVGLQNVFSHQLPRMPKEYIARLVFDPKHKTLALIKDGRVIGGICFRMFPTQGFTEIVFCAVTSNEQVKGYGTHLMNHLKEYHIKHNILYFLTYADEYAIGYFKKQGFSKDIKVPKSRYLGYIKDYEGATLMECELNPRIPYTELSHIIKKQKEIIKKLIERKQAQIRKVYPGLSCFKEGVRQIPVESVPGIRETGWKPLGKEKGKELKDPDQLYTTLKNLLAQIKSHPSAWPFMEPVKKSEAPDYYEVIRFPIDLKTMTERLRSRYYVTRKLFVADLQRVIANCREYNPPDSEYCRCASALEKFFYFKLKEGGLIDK
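Compounds, pin-transferred from DMSO stocks, meet 20nM GCN5L2 for 15 min before the reaction begins with H3(1-25) peptide (75uM) and acetyl-CoA (70uM). Thiol-reactive ThioGlo1 reports CoA release over 20 min at room temperature.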
An asterisk follows results filed as active; & = joins results of further samples; ! = not active in a repeat; [ ] = remark or other dose. Calls come from the whole dose curve; as a rule, active = well fitted curve in the direction sought with a large enough effect; inconclusive = small, poorly fitted or top-dose-only effect, or another doubt; inactive = no such curve, though single readings can be large; an effect the other way counts as inactive or inconclusive. % is set by controls: 0 for no effect and ±100 for the full control effect; potency is the fitted concentration of half-maximal effect.

Clc1cccc(Cc2c(-c3ccccc3)nc3ccc(Cl)cn23)c1 was read as TDP1 cell CPT inconclusive and TDP1 cell noCPT inconclusive.
Cc1[nH]c2ccccc2c1CC(=O)O was read as TDP1 cell CPT 1%, TDP1 cell noCPT -1% and GCN5L2 inh -14%.
`Cc1ccc2cc(C(c3nnnn3C3CCCC3)N3CCOCC3)c(=O)[nH]c2c1C` (configuration not stated) gave TDP1 cell CPT -22%, TDP1 cell noCPT -8% and GCN5L2 inh -4%.
For Cc1noc(C)c1C(=O)OCC(=O)Nc1ccc(S(N)(=O)=O)cc1 the results were TDP1 cell CPT -1%, TDP1 cell noCPT 4% and GCN5L2 inh 3%.
`CN1CCN(S(=O)(=O)c2ccc(N(C)Cc3cccs3)nc2)CC1` gave TDP1 cell CPT -17%, TDP1 cell noCPT -10% and GCN5L2 inh -4%.
For Cc1cc2cccc(C)c2nc1SCC(=O)NC1CCCCC1 the results were TDP1 cell CPT -1%, TDP1 cell noCPT 3% and GCN5L2 inh -2%.
CC(C)NC(=O)CCCN1C(=O)CCn2nc(-c3cccn3C)cc21 was read as TDP1 cell CPT -16%, TDP1 cell noCPT 4% and GCN5L2 inh 0%.
O=C1C2CCCN2C(=O)N1CCN1CCN(CCO)CC1 (configuration not stated) was read as TDP1 cell CPT -1%, TDP1 cell noCPT 8% and GCN5L2 inh -6%.
`CCCCCCCCC(=O)NC(NC(=S)N1CCOCC1)C(Cl)(Cl)Cl` (configuration not stated) gave TDP1 cell CPT inconclusive, TDP1 cell noCPT 15µM* and GCN5L2 inh -8%.
`CC(C)COCC(CN(Cc1ccccc1)c1ccccc1)N1CCCC1` (configuration not stated) gave TDP1 cell CPT 10µM*!, TDP1 cell noCPT 26µM* and GCN5L2 inh -2%&9%&3%.
For Nc1c(-c2ccc(Cl)cc2)cnc2ncnn12 the results were TDP1 cell CPT 4%, TDP1 cell noCPT inconclusive and GCN5L2 inh -3%.
Cc1cc(C)c2c(N)c(C(=O)N/N=C/c3ccccc3)sc2n1 was read as TDP1 cell CPT -15%, TDP1 cell noCPT inconclusive and GCN5L2 inh -2%.
COc1cc(/C=C/[N+](=O)[O-])ccc1OC(=O)/C=C/c1ccc(F)cc1 was read as TDP1 cell CPT 3.3µM*, TDP1 cell noCPT 2.3µM* and GCN5L2 inh -23%.
Screening Cc1cc(NC(=O)COC(=O)CSCc2ccc(Cl)c(Cl)c2)no1 returned TDP1 cell CPT -19%, TDP1 cell noCPT -13% and GCN5L2 inh -13%.
`CC(c1ccc(Br)cc1)N1CC23C=CC(O2)C(C(=O)O)C3C1=O` (configuration not stated) gave TDP1 cell CPT -6%, TDP1 cell noCPT 11% and GCN5L2 inh -5%.
Nc1ccc(-n2nnnc2-c2ccco2)cc1 was read as TDP1 cell CPT 10%, TDP1 cell noCPT -9% and GCN5L2 inh -1%.
Cc1cc(C)c(S(=O)(=O)c2cccc(Br)c2C)c(Cl)n1 was read as TDP1 cell CPT -21%, TDP1 cell noCPT 1% and GCN5L2 inh -2%.
C=CCNC(=O)c1ccccc1NS(=O)(=O)c1ccc(SC)cc1 was read as TDP1 cell CPT inconclusive, TDP1 cell noCPT -5% and GCN5L2 inh -2%.
`CCN1C(=O)N(CC)C2C1N(C(C)=O)C(=O)N2C(C)=O` (configuration not stated) gave TDP1 cell CPT 1%, TDP1 cell noCPT 1% and GCN5L2 inh -5%.
Screening COc1ccccc1C(=O)Nc1sc2c(c1C(=O)NCc1ccco1)CCCC2 returned TDP1 cell CPT inconclusive, TDP1 cell noCPT -20% and GCN5L2 inh -14%.

Fetched by compound from the list above (6):
`CC(c1ccc(Br)cc1)N1CC23C=CC(O2)C(C(=O)O)C3C1=O` (configuration not stated) gave TDP1 cell CPT -6%, TDP1 cell noCPT 11% and GCN5L2 inh -5%.
For Cc1cc2cccc(C)c2nc1SCC(=O)NC1CCCCC1 the results were TDP1 cell CPT -1%, TDP1 cell noCPT 3% and GCN5L2 inh -2%.
Screening COc1ccccc1C(=O)Nc1sc2c(c1C(=O)NCc1ccco1)CCCC2 returned TDP1 cell CPT inconclusive, TDP1 cell noCPT -20% and GCN5L2 inh -14%.
Cc1cc(C)c(S(=O)(=O)c2cccc(Br)c2C)c(Cl)n1 was read as TDP1 cell CPT -21%, TDP1 cell noCPT 1% and GCN5L2 inh -2%.
Screening Cc1cc(NC(=O)COC(=O)CSCc2ccc(Cl)c(Cl)c2)no1 returned TDP1 cell CPT -19%, TDP1 cell noCPT -13% and GCN5L2 inh -13%.
Nc1ccc(-n2nnnc2-c2ccco2)cc1 was read as TDP1 cell CPT 10%, TDP1 cell noCPT -9% and GCN5L2 inh -1%.

Sorted by length of the SMILES (lowest first): 3 of the compounds above.
Cc1cc(C)c(S(=O)(=O)c2cccc(Br)c2C)c(Cl)n1 was read as TDP1 cell CPT -21%, TDP1 cell noCPT 1% and GCN5L2 inh -2%.
For Cc1noc(C)c1C(=O)OCC(=O)Nc1ccc(S(N)(=O)=O)cc1 the results were TDP1 cell CPT -1%, TDP1 cell noCPT 4% and GCN5L2 inh 3%.
COc1cc(/C=C/[N+](=O)[O-])ccc1OC(=O)/C=C/c1ccc(F)cc1 was read as TDP1 cell CPT 3.3µM*, TDP1 cell noCPT 2.3µM* and GCN5L2 inh -23%.

The main list resumes, repeating the 2 entries before the break.
`CCN1C(=O)N(CC)C2C1N(C(C)=O)C(=O)N2C(C)=O` (configuration not stated) gave TDP1 cell CPT 1%, TDP1 cell noCPT 1% and GCN5L2 inh -5%.
Screening COc1ccccc1C(=O)Nc1sc2c(c1C(=O)NCc1ccco1)CCCC2 returned TDP1 cell CPT inconclusive, TDP1 cell noCPT -20% and GCN5L2 inh -14%.
`COc1ccccc1-c1nnc(NC(=O)c2ccc(S(=O)(=O)N3CCOCC3)cc2)o1` gave TDP1 cell CPT inconclusive, TDP1 cell noCPT inconclusive and GCN5L2 inh -6%.
`Cc1sc2nc(COC(=O)C(NC(=O)c3ccc(Cl)cc3Cl)C(C)C)[nH]c(=O)c2c1C` (configuration not stated) gave TDP1 cell CPT -21%, TDP1 cell noCPT -16% and GCN5L2 inh -7%.
Cc1ccc(-c2nc(-c3cc4c([nH]c3=O)CC(C)(C)CC4=O)sc2C)cc1 was read as TDP1 cell CPT inconclusive, TDP1 cell noCPT inconclusive and GCN5L2 inh 1%.
`Cc1cc(C(F)(F)F)nn1CC(=O)NCc1ccccc1` gave TDP1 cell CPT -16%, TDP1 cell noCPT 0% and GCN5L2 inh -2%.
CCOC(=O)c1ccc(-c2ccc3c(c2)CCC3)nc1C was read as TDP1 cell CPT inconclusive, TDP1 cell noCPT inconclusive and GCN5L2 inh -14%.
For COc1ccccc1C(=O)n1nc(-c2cccnc2)nc1NCc1ccccc1 the results were TDP1 cell CPT -10%&-28%, TDP1 cell noCPT inconclusive and GCN5L2 inh -3%&-15%.
CC(=O)Nc1ccc(N(C(=O)CNC(=O)c2ccco2)C(C(=O)NCc2ccco2)c2ccccc2)cc1 (configuration not stated) was read as TDP1 cell CPT -6%, TDP1 cell noCPT inconclusive and GCN5L2 inh 0%.
For CC(C)NC(=O)c1sc2nc3c(c(-c4cccs4)c2c1N)CN(C)CC3 the results were TDP1 cell CPT -17%, TDP1 cell noCPT inconclusive and GCN5L2 inh -16%.
O=C(NCc1ccco1)c1cc2nc(C3CC3)cc(C(F)(F)F)n2n1 was read as TDP1 cell CPT 6%, TDP1 cell noCPT -30% and GCN5L2 inh -2%.
For Cc1sc(-c2ccccn2)nc1OC(=O)c1cccc(Cl)c1Cl the results were TDP1 cell CPT -27%, TDP1 cell noCPT -26% and GCN5L2 inh 3%.
Screening CCc1ccc(N2C(=O)CC(c3cc(OC)ccc3OC)C3=C2COC3=O)cc1 (configuration not stated) returned TDP1 cell CPT -25%, TDP1 cell noCPT inconclusive and GCN5L2 inh -1%.
`Cc1ccc(NC(=O)CN2CCN(CCN=CC3=C(O)CC(c4ccc(C)cc4)CC3=O)CC2)cc1` (configuration not stated) gave TDP1 cell CPT -2%, TDP1 cell noCPT -13% and GCN5L2 inh 8%.
For CCCCN(C)CCCNC(=O)C1CCN(S(=O)(=O)CC)CC1 the results were TDP1 cell CPT -6%, TDP1 cell noCPT 3% and GCN5L2 inh -3%.
CCOC(=O)c1ccc(NC(=O)CC2C(=O)N(c3ccc(C)cc3)C(=O)N2C2CCCCC2)cc1 (configuration not stated) was read as TDP1 cell CPT -25%, TDP1 cell noCPT -16% and GCN5L2 inh -6%.
For COc1ccc(OC)c(C2=NOC(C(=O)NCc3cccs3)C2)c1 (configuration not stated) the results were TDP1 cell CPT inconclusive, TDP1 cell noCPT 7.3µM* and GCN5L2 inh -5%.
Screening COCCn1c(C)cc(C(=O)CSc2nc3ccccc3c(=O)n2C(C)COC)c1C (configuration not stated) returned TDP1 cell CPT 21µM*, TDP1 cell noCPT 9.2µM* and GCN5L2 inh -10%.
Screening COc1ccc2c(CC(=O)Nc3cccc(S(=O)(=O)N4CCOCC4)c3)coc2c1 returned TDP1 cell CPT inconclusive, TDP1 cell noCPT inconclusive and GCN5L2 inh 71%[activator].
`CN1C[C@@H]2[C@@H]3C(=O)N(Cc4ccccc4)C(=O)[C@@H]3[C@](Cc3ccccc3)(C1=O)N2C(=O)c1ccc(C(F)(F)F)cc1` gave TDP1 cell CPT inconclusive and TDP1 cell noCPT inconclusive.
`Cc1nc2c(C(=O)NCCc3ccccc3)c[nH]n2c(=O)c1Cc1ccccc1F` gave TDP1 cell CPT inconclusive, TDP1 cell noCPT inconclusive and GCN5L2 inh inconclusive.
For COc1ccc(NC(=O)N(C)C[C@H]2Oc3ccc(NC(=O)c4ccncc4)cc3C(=O)N([C@H](C)CO)C[C@@H]2C)cc1 the results were TDP1 cell CPT -8%, TDP1 cell noCPT -27% and GCN5L2 inh -4%.
CCN(C[C@H]1N[C@@](Cc2ccccc2)(C(=O)OC)[C@H]2C(=O)N(Cc3ccccc3)C(=O)[C@@H]12)S(=O)(=O)c1ccc(F)cc1 was read as TDP1 cell CPT 18µM*, TDP1 cell noCPT inconclusive and GCN5L2 inh -7%.
For COc1cc(NC(=O)c2onc(C)c2Cl)c(OC)cc1Cl the results were TDP1 cell CPT inconclusive, TDP1 cell noCPT -20% and GCN5L2 inh -4%.
`CSCC[C@H](NC(=O)c1cccs1)C(=O)N1CCC2(CC1)NCCc1[nH]cnc12` gave TDP1 cell CPT -2%, TDP1 cell noCPT 2% and GCN5L2 inh 2%.
Screening CC(=O)NN1C(=O)c2ccccc2NC1c1ccccn1 (configuration not stated) returned TDP1 cell CPT 1%, TDP1 cell noCPT 4% and GCN5L2 inh -12%.
NNC(=O)COc1ccc(F)cc1 was read as TDP1 cell CPT -8%, TDP1 cell noCPT -1% and GCN5L2 inh -3%.
For Cc1ccc(CSc2nnc(-c3ccncc3)o2)c(C)c1 the results were TDP1 cell CPT 2%, TDP1 cell noCPT inconclusive and GCN5L2 inh -7%.
Screening COc1ccc(/C=C2\SC(=S)N(CCC(=O)N3CCCCC3)C2=O)cc1 returned TDP1 cell CPT inconclusive, TDP1 cell noCPT inconclusive and GCN5L2 inh -11%.
`O=CNC(Cc1ccccc1)C(=O)O` (configuration not stated) gave TDP1 cell CPT -5%, TDP1 cell noCPT -9% and GCN5L2 inh 1%.
For COc1cccc(/C=C2\C(=O)C(=O)c3ccccc32)c1 the results were TDP1 cell CPT inconclusive, TDP1 cell noCPT inconclusive and GCN5L2 inh -4%.
For COc1ccc(-c2nnc(SCC(=O)N3CCCC3)o2)cc1 the results were TDP1 cell CPT -2%, TDP1 cell noCPT -3% and GCN5L2 inh 1%.
Cc1nnc(SCc2ccccc2)nc1/C=C/NOCc1ccc(Cl)cc1Cl was read as TDP1 cell CPT 3%, TDP1 cell noCPT -13% and GCN5L2 inh -4%.
Screening Cc1ccc(C)c(N2CCN(C(=O)CCc3nc(-c4ccc(Br)cc4)no3)CC2)c1 returned TDP1 cell CPT 0%, TDP1 cell noCPT -1% and GCN5L2 inh -6%.
For COC(=O)CNC(c1ccccc1)c1cc(Cl)ccc1NC(=O)c1cccc(Cl)c1 (configuration not stated) the results were TDP1 cell CPT inconclusive, TDP1 cell noCPT inconclusive and GCN5L2 inh -5%.
Screening N/C(=N\OC(=O)CSc1ccccc1)c1ccncc1 returned TDP1 cell CPT -2%, TDP1 cell noCPT -2% and GCN5L2 inh -2%.
`CCc1nnc(NC(=O)Nc2ccccc2OC)s1` gave TDP1 cell CPT -18%, TDP1 cell noCPT -3% and GCN5L2 inh 2%.
Screening CCC1CCCCN1CCNC(=O)C1CCN(S(=O)(=O)c2cccc3nsnc23)CC1 (configuration not stated) returned TDP1 cell CPT -4%, TDP1 cell noCPT -11% and GCN5L2 inh -19%.
CC(C)(C)OC(=O)Nc1ccccc1-n1nnnc1C(C(=O)c1ccc(F)cc1)N1CCOCC1 (configuration not stated) was read as TDP1 cell CPT -27% and TDP1 cell noCPT -25%.
For Cc1ccc(NC(=O)c2ccc(OC(=S)N3CCOCC3)cc2)cc1 the results were TDP1 cell CPT 4%, TDP1 cell noCPT -15% and GCN5L2 inh -20%.
